# Giardia kill = Giardia lamblia killing; Giardia lamblia trophozoite viability; activity change, % at 7.66 µM, hits read low; actives 0.15% (n = 340,000); AID 540267; in the data active = activity change below about -80%; inconclusive = between about -30% and that limit;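 also: parasites exposed to compound for two days anaerobically before the ATP read; % is scaled to controls: 0 for no effect and ±100 for the full control effect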
#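 Trophozoites 100 cells/well + cpd; 48 hrs, 37 deg C, anaerobic. ATPLite 1-Step added, 15-30 min RT, luminescence read (ATP-based viability).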
# RORg inh = inhibitors of mouse ROR gamma transcriptional activity; P51450; Drosophila S2 Gal4-RORgamma UAS-luciferase reporter, 20 h; Potency, µM (highest dose often 53.6 µM), for inactives: at the top dose activity change, negative = inhibition, usual class: inhibitors; actives 5.4% (n = 310,000); AID 2551; also: potency is read from the fitted curve at half-maximal effect; % is scaled to controls: 0 for no effect and ±100 for the full control effect; nearly all actives have a fitted effect of over 60% in size
# Target sequence (P51450 whole entry, looked up, the tested form may be a part): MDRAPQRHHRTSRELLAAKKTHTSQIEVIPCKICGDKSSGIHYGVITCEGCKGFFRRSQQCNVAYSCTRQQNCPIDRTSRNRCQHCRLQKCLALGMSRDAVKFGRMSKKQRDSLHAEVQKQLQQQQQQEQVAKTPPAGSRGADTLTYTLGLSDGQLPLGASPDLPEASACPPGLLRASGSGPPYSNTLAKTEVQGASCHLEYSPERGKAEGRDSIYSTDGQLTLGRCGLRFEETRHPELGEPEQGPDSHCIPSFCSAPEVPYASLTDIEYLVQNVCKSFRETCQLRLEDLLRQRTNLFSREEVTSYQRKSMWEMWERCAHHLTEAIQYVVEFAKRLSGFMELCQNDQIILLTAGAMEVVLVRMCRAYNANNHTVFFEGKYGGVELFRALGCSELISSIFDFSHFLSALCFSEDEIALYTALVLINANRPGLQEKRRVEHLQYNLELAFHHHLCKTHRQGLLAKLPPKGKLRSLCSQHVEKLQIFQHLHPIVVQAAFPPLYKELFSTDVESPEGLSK
#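 Stably transfected Drosophila Schneider cells are the test system, with ROR gamma fused to Gal4 and luciferase under UAS control; luminescence is read after 20 hr of 700 uM copper sulfate induction at ambient temperature.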
# BRCA1 expr up = increases BRCA1 expression; MCF7-BRCA1-FFLuc reporter, luminescence, 48 h; response scale: scaled: vehicle 0%, 10 µM genistein 100%; Potency, µM (highest dose often 46.1 µM), inactives show top-dose activation, actives largely listed as activators; actives 1.1% (n = 380,000); AID 624202; also: potency is read from the fitted curve at half-maximal effect; nearly all actives have a fitted effect of over 80% in size; some results filed as inactive show a strong effect at the top dose
#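 Compounds are tested at multiple concentrations on MCF7 BRCA1-luciferase reporter cells seeded at 2000 per well; after 48 h, a single luminescence end-point is taken and curves fitted to the normalized data.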
# Rab9 promoter act = activates the Rab9 promoter | Huh7 Rab9 promoter-luciferase reporter, luminescence, 24 h | Potency, µM (series often up to 9.22 µM), for the others: at the top dose activation, negative = inhibition, actives largely listed as activators | actives 2.8% (n = 320,000); also: potency is read from the fitted curve at half-maximal effect; % of control where 0% means no effect; nearly all actives have a fitted effect of over 60% in size
#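 Rab9 promoter-driven luciferase in stably transfected Huh7 cells; 1500 cells/well rested 2 h, exposed to compound in DMSO for 24 h at 37 °C, 5% CO2. Luminescence read 10 min after adding luciferase reagent at ambient temperature.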
# Gal4-VP16 FLuc = counter-screen for ROR gamma inhibitors: Gal4-VP16 reporter | actives 3.5% (n = 310,000) | Potency, µM (top dose mostly 53.6 µM), for inactives: at the highest dose activity, negative = inhibition, most hits filed as inhibitors | Drosophila S2 Gal4-VP16 UAS-luciferase, luminescence, 20 h | AID 2546;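 also: Gal4-VP16 expression switched on by copper sulfate through the metallothionein promoter; potency is read from the fitted curve at half-maximal effect; % is scaled to controls: 0 for no effect and ±100 for the full control effect; nearly all actives have a fitted effect of over 50% in size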
# p53 reactivator = re-activators of mutant p53; H1299 p53-A138V BP100-luciferase reporter, luminescence, 24 h; Potency, µM (top dose mostly 92.2 µM), for inactives: at the top dose activity change, positive = activation, usual class: activators; actives 0.063% (n = 320,000); also: potency is read from the fitted curve at half-maximal effect; % of control where 0% means no effect; nearly all actives have a fitted effect of over 45% in size
#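 H1299 (p53-null), stable ts p53-A138V + BP100-Luc; 1000 cells/well, Opti-MEM/10% FBS; cpd 4 pt, 1:5; 24 h, 37 deg C, 5% CO2; detection reagent 10 min RT; luminescence.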
# Menin-MLL TR inh = menin-MLL binding inhibition, Texas Red mutant peptide. Menin + Texas Red MLL mutant peptide, fluorescence polarization. Potency, µM (series often up to 61.6 µM), for the others: at the top dose FP activity change, negative = inhibition, usual class: inhibitors. actives 0.23% (n = 270,000); active = well fitted inhibition curve with a large enough effect in the polarisation, with a control signal flat, not every such curve was filed as active; inconclusive = small, poorly fitted or top-dose-only effect, or effect the other way, or a change in a side signal; inactive = no such curve, though single readings can be large or run the other way; the % refers to the polarisation; also: potency is read from the fitted curve at half-maximal effect; % of control where 0% means no effect; many of its hits are not listed in these tables
# Target sequence (O00255 whole entry, looked up): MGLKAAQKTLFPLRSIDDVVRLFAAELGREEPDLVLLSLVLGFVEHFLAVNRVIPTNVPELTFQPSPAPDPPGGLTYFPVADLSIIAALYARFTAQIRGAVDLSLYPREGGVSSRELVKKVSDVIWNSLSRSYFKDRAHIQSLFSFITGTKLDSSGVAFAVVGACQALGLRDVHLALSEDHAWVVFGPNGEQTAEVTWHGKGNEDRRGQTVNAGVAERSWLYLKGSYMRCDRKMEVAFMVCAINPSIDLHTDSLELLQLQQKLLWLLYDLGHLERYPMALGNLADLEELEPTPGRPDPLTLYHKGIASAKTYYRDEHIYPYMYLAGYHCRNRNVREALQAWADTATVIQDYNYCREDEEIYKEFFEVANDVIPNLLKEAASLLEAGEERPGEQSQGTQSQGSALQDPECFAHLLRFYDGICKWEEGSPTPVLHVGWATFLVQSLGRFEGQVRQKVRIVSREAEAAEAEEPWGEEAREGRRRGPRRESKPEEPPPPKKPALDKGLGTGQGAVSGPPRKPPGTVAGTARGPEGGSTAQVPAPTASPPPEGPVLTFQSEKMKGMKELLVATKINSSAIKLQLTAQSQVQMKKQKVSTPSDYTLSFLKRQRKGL
# ELG1 genotox = inducers of genotoxicity in HEK293T ELG1-luciferase cells | HEK293T ELG1-luciferase reporter, luminescence, 16 h | Potency, µM (highest dose often 46 µM), without a hit: top-dose activity change, positive = activation, usual class: activators | actives 1.3% (n = 330,000) | AID 504466; also: potency is read from the fitted curve at half-maximal effect; % of control where 0% means no effect; nearly all actives have a fitted effect of over 60% in size
#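 Step 1: seed 2,000 HEK293T ELG1-luciferase cells per well. Step 2: add compound or DMSO, incubate 16 hr at 37 °C. Step 3: ONE-Glo, 30 min at room temperature, read luminescence.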
# PKM2 activator = PKM2 (human) enzyme activation; purified PKM2, Kinase-Glo ATP luminescence, activation; response scale: 0% is enzyme alone, no compound; Potency, µM (top dose mostly 57.5 µM), for inactives: at the highest dose activation, most hits filed as activators; actives 0.34% (n = 260,000); AID 1631; also: potency is read from the fitted curve at half-maximal effect; % is scaled to controls: 0 for no effect and ±100 for the full control effect; nearly all actives have a fitted effect of over 55% in size
#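 ATP formation by purified human PK-M2, quantified via coupled luciferase luminescence after 1 h at room temperature with 0.1 mM ADP and 0.5 mM PEP final.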
# FLuc modulator = firefly luciferase modulation, counter-screen for miR-21 project | Potency, µM (series often up to 57.5 µM), for inactives: at the top dose activity change, negative = inhibition, usual class: inhibitors | purified FLuc, Km substrates, luminescence inhibition | actives 6.9% (n = 360,000);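 also: potency is read from the fitted curve at half-maximal effect; plate controls were vehicle for no effect and reference inhibitor for full effect; nearly all actives have a fitted effect of over 55% in size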
#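 Purified P. pyralis luciferase (10nM final) with 10uM D-luciferin and 10uM ATP (Km levels) in 50mM Tris acetate pH 7.5, 10mM Mg acetate, 0.01% Tween-20, 0.05% BSA; qHTS 6-point titration, ~60 µM downward; luminescence read.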
# NPC1 promoter act = activates the NPC1 promoter | Huh7 NPC1 promoter luciferase reporter, 24 h | Potency, µM (doses to about 9.22 µM), without a hit: at the highest dose activation, hits mostly activators | actives 2.4% (n = 320,000);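 also: potency is read from the fitted curve at half-maximal effect; % of control where 0% means no effect; nearly all actives have a fitted effect of over 60% in size; reporter is driven by a mutant NPC1 promoter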
#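 Huh7 cells stably carrying NPC1 promoter–luciferase, plated in Opti-MEM with 10% FBS for 2 h, were exposed to compound in DMSO for 24 h at 37 °C; luciferase reagent was added for 10 min and luminescence read.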
# * = called active by the depositor; ? = inconclusive; / = no result given; & = joins results of further samples; [ ] = another dose, or the depositor's remark. Unless noted, calls follow the shape of the dose curve; as a rule, active = well fitted curve in the direction sought with a large enough effect; inconclusive = small, poorly fitted or top-dose-only effect, or another doubt; inactive = no such curve, though single readings can be large; an effect the other way counts as inactive or inconclusive. A portion of the library, so the mix of outcomes need not match the whole.
SMILES,Giardia kill,RORg inh,BRCA1 expr up,Rab9 promoter act,Gal4-VP16 FLuc,p53 reactivator,Menin-MLL TR inh,ELG1 genotox,PKM2 activator,FLuc modulator,NPC1 promoter act
O=C(CSc1ccccn1)Nc1ccc2ccccc2c1,/,?,/,2.82µM*,6.2%,12.5%,15.2%,?,-0.9%,4.78µM*,3.55µM*
COCCNC(=O)c1cnn2c(C(F)F)cc(-c3ccc(C)cc3)nc12,-7.1,-1.4%,-35.9%,-1.4%,-5.7%,0.5%,10.2%,-6.0%,-0.1%,0.6%,-2.8%
CN(C)C(CNS(=O)(=O)c1ccc(Br)cc1)c1cccnc1 (stereo not drawn),2.1,?,0.2%,-1.5%,-5.5%,-3.6%,6.4%,-4.0%,-1.1%,3.4%,-0.2%
COc1ccc(C(=O)CSc2n[nH]c(=O)[nH]c2=O)cc1,1.6,22.4%,13.1%,-3.9%,3.8%,-2.7%,-11.4%,0.8%,2.0%,-3.0%,-3.2%
Cc1ccc(-n2nnnc2CNC(=O)C2CC(=O)N(c3ccccc3)C2)cc1C (stereo not drawn),8.6,-26.5%,-3.5%,-0.9%,-6.9%,8.9%,-3.0%,-0.3%,2.2%[0.46 µM],0.7%&-7.0%,-6.9%
Cc1ccc(C2=CSC3=NS(=O)(=O)CCN23)cc1C,3.2,-7.0%,-2.2%,-2.4%,-3.4%,4.9%,13.4%,-1.2%,0.9%,5.2%,11.1%
CC(C)(C)C(=O)NC(=S)NCc1ccccc1,-11.1,7.08µM*,-12.2%,-1.8%,?,10.6%,-11.2%,-0.9%,-1.3%,2.9%,0.4%
O=C(OCC(=O)N1CCN(C(=O)c2ccco2)CC1)c1cc(=O)c2ccccc2o1,-6.6,1.2%,-2.9%,-1.7%,-3.1%,-18.6%,0.9%,1.3%,-4.4%,-0.8%,-2.8%
Cc1cccc(OCCSc2nc(N)cc(N)n2)c1,-22.2,?,79.7%,21.3%,-16.6%,7.1%,/,8.3%,0.3%,?,21.6%
CCCn1c2ccccc2c2cnn(CC(=O)N(CC)CC)c(=O)c21,-9.6,-6.0%,-26.9%,0.1%,-6.6%,-0.2%,-14.4%,-0.1%,/,-0.6%,-0.7%
COc1ccc2nc(C)cc(Nc3ccc(N4CCN(C)CC4)cc3)c2c1,-3.9,3.8%,-78.8%[inhibitor],-25.0%,-10.5%,11.4%,-0.6%,14.8%,/,-0.9%,-19.0%
CC1(C)CC(=O)c2cc(OCC(=O)NCC3CCCO3)ccc2O1 (stereo not drawn),-1.9,10.0%,3.9%,-2.6%,9.9%,11.8%,0.3%,3.6%,-0.4%,-3.0%,0.4%
Cc1cc(/C=C2\SC(=O)NC2=O)c(C)n1-c1ccc(N(C)C)cc1,22.0,14.8%,29.9%,13.9%,1.4%,/,0.0%,12.3%,-1.0%,-2.8%,16.6%
COc1cccc(/C=N/NC(=O)c2cc3c(OC)cccc3[nH]2)c1OC,-13.2,46.2%,-4.0%,-8.0%,-11.4%,23.1%,1.2%,-3.0%,1.0%,21.3µM*,2.1%
CCn1cc(C(=O)NCc2ccco2)c(=O)c2cc(S(=O)(=O)N3CCCCCC3)ccc21,6.9,-65.6%,-56.4%,-1.7%,?,-8.1%,9.3%,-7.4%,-18.5%,-12.6%,-4.9%
CCc1nc2ccc(C(=O)NCCCN3CCN(c4ccccc4F)CC3)cc2nc1CC,-0.6,3.0%,-35.8%,-3.4%,-7.9%,0.6%,?,-7.5%,/,-0.3%,0.3%
CCn1cc(/C=N\NC(=O)Cc2ccc([N+](=O)[O-])cc2)c(C)n1,-1.1,7.7%,-3.8%,2.9%,-7.5%,4.8%,-0.9%,-0.5%,4.0%,-12.1%,-3.0%
O=C(CCc1nnc2n(Cc3ccccc3)c(=O)c3ccccc3n12)NCCCN1CCCCC1,4.2,-9.9%,-8.5%,-0.4%,-5.6%,10.1%,1.6%,0.6%,-1.4%,-1.3%,-5.4%
COc1ccc(NC(=O)CSc2nnc(-c3ccco3)c(-c3ccco3)n2)cc1OC,20.3,?,-21.7%,2.3%,-4.8%,-3.1%,?,0.8%,?,?,0.3%
O=C(NNc1nc2ccccc2s1)c1ccc(F)cc1,-2.8,0.562µM*,-1.8%,-1.5%,1.26µM*,?,7.0%,-1.1%,-1.1%,?,5.7%
CNC(=O)c1sc(Nc2cc(C)ccc2C)nc1C,21.3,1.4%,-34.9%,24.4%,2.5%,2.2%,-5.1%,-0.5%,-17.6%,-2.4%,-3.0%
CN(C)S(=O)(=O)c1cccc(C(=O)NC(=S)N(CCC#N)Cc2cccnc2)c1,2.6,2µM*,-1.8%,-4.8%,-25.5%[10 µM],-1.6%,13.7%,3.6%,-12.7%,-10.7%,-1.9%
COCCn1c(SCc2nc3cc(OC)c(OC)cc3c(=O)[nH]2)nnc1-c1ccncc1,28.3,-0.1%,8.6%,-6.6%,-2.0%,26.2%,-10.4%,0.5%,0.6%,6.0%,2.5%
ONC(=Nc1ccc(Cl)cc1)c1ccccc1,-14.5,28.1%,6.9%,-1.4%,-2.4%,-0.5%,5.3%,-1.3%,3.3%,-1.1%,-2.8%

# 5 entries picked at random from those above, as already listed:
SMILES,Giardia kill,RORg inh,BRCA1 expr up,Rab9 promoter act,Gal4-VP16 FLuc,p53 reactivator,Menin-MLL TR inh,ELG1 genotox,PKM2 activator,FLuc modulator,NPC1 promoter act
ONC(=Nc1ccc(Cl)cc1)c1ccccc1,-14.5,28.1%,6.9%,-1.4%,-2.4%,-0.5%,5.3%,-1.3%,3.3%,-1.1%,-2.8%
O=C(CCc1nnc2n(Cc3ccccc3)c(=O)c3ccccc3n12)NCCCN1CCCCC1,4.2,-9.9%,-8.5%,-0.4%,-5.6%,10.1%,1.6%,0.6%,-1.4%,-1.3%,-5.4%
Cc1cc(/C=C2\SC(=O)NC2=O)c(C)n1-c1ccc(N(C)C)cc1,22.0,14.8%,29.9%,13.9%,1.4%,/,0.0%,12.3%,-1.0%,-2.8%,16.6%
CCc1nc2ccc(C(=O)NCCCN3CCN(c4ccccc4F)CC3)cc2nc1CC,-0.6,3.0%,-35.8%,-3.4%,-7.9%,0.6%,?,-7.5%,/,-0.3%,0.3%
CCn1cc(/C=N\NC(=O)Cc2ccc([N+](=O)[O-])cc2)c(C)n1,-1.1,7.7%,-3.8%,2.9%,-7.5%,4.8%,-0.9%,-0.5%,4.0%,-12.1%,-3.0%

# Remaining list, next part:
SMILES,Giardia kill,RORg inh,BRCA1 expr up,Rab9 promoter act,Gal4-VP16 FLuc,p53 reactivator,Menin-MLL TR inh,ELG1 genotox,PKM2 activator,FLuc modulator,NPC1 promoter act
O=[N+]([O-])c1ccc(COc2cccc3cccnc23)cc1,-1.0,21.1%,11.2µM*,0.9%[1.84 µM],-13.5%,15.8%,?,?,/,?,?
Cc1cc(NC(=O)COC(=O)c2c(Cl)cccc2Cl)no1,21.9,/,24.2%,13.0%,/,1.5%,/,1.1%,/,-19.4%,3.2%
Cc1c(Cl)c([N+](=O)[O-])nn1CC(=O)N1CCCc2ccccc21,-0.4,-3.7%,-3.5%,-3.5%,22.6%,9.2%,-6.6%,7.4%,-4.4%,-12.6%,-7.6%
O=C(CN1CCOCC1)NNc1c2ccccc2nc2ccccc12,3.1,3.0%,20.6%,-23.3%,-4.9%,0.1%,/,-9.9%,-16.5%,-7.0%,-12.6%
CCCCCNCC(=O)Nc1cc(C(F)(F)F)ccc1OCCOC,-5.2,0.3%,-14.0%,-1.2%,-4.3%,7.8%,-15.3%,-2.4%,-0.4%,-1.6%,-2.6%
CCOc1ccc(S(=O)(=O)N2CCCCC2)cc1NC(=O)c1c(CC)noc1C,6.1,/,-19.0%,1.3%,/,11.4%,/,5.4%,/,0.0%,-1.8%
Cc1c(C)c2c(OCC(=O)Nc3ccc(CCO)cc3)cc3c(c2oc1=O)CCC(C)(C)O3,7.6,2.9%,0.0%,-9.0%,-13.2%,7.4%,3.5%,4.0%,?,-15.6%,-5.9%
Cc1cc(S(=O)(=O)NC2CCCC2)ccc1-n1cnnn1,-6.2,-5.5%,-30.6%,-0.5%,-3.2%,-5.4%,5.6%,-5.1%,2.7%,7.5%,-8.0%
CCOc1ccc(NC(=O)C2CCCN(c3cnccn3)C2)cc1 (stereo not drawn),-1.6,-1.6%,2.1%,-7.3%,2.6%,18.8%,/,3.2%,/,-3.3%&0.7%,8.6%
CCOC(=S)SCC(=O)Nc1nccs1,-3.4,-13.7%,-10.0%,-47.6%[inhibitor],?,-12.5%,?,?,17.8µM*,-3.8%,-27.0%

# Screens: PubChem, National Center for Advancing Translational Sciences (NCATS)
